Screens as filed in PubChem BioAssay.
CRFBP-R2 block: antagonists of CRF-binding protein/CRF-R2 receptor complex; inhibition, % at 11.8 µM; AID 588475; HEK293 CRF-R2/CRF-BP, CRF-induced calcium fluorescence; 350,000 tested, 0.59% active;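 active means inhibition of the ligand-induced calcium signal above about 50% at the single tested concentration, limit read from the data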
GalR3 antag: blocks the human galanin receptor 3; O60755; HEK293 GalR3-CNG cAMP membrane potential fluorescence; galR3 body fused to GalR1 C-terminus; inhibition, % at 3 µM; 360,000 tested, 0.44% active; AID 651719;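 active means inhibition above the screen-wide average plus 3 SD, cut at about 13% in these data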;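 further: forskolin and galanin both at EC90 stimulate the cells; cAMP rise reported by CNG channel membrane potential dye signal; 0% = forskolin plus galanin with DMSO and 100% = forskolin alone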
MEKK3 PB1 HTS: MEKK3-MEK5 PB1 interaction, increase or decrease | Q99759 | bead-based flow cytometry, Alexa488-MEK5 binding to MEKK3; actives lie on both sides; 0 = blocked by unlabeled MEK5, 100 = vehicle | binding response (% of control), % at 10 µM | 290,000 tested, 1.4% active;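 active means binding response more than 3 SD above or below the average of its plate-row segment, actives on both sides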;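 further: Alexa488 bead fluorescence after subtracting the streptavidin-only scavenger bead signal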
M4 PAM: potentiates acetylcholine response at human M4 receptor | CHO-K1 hM4/Gqi5, Fluo-8 calcium fluorescence, ACh EC20; 0% = ACh EC20, 100% = maximal ACh | activation, % at 3 µM | 360,000 tested, 0.4% active | P08173;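 active means activation above its plate's cutoff, the mean activation of sample wells plus 3 SD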; further: some results filed as inactive read as strong as hits
IDE inh: inhibits human insulin-degrading enzyme in HEK cells; FAbetaB cleavage, fluorescence polarization; 320,000 tested, 0.41% active; P14735; inhibition, % at 5.59 µM;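 active means percent inhibition above the average of all tested compounds plus 3 SD, set per screening campaign, cut at about 16% in these data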;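 further: IDE supplied by intact live HEK cells; FP after avidin binding of uncleaved biotin substrate so inhibition keeps polarization high; 0% = DMSO wells and 100% = 60 µM reference IDE inhibitor Ii1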
Target sequence (P14735 whole entry, looked up): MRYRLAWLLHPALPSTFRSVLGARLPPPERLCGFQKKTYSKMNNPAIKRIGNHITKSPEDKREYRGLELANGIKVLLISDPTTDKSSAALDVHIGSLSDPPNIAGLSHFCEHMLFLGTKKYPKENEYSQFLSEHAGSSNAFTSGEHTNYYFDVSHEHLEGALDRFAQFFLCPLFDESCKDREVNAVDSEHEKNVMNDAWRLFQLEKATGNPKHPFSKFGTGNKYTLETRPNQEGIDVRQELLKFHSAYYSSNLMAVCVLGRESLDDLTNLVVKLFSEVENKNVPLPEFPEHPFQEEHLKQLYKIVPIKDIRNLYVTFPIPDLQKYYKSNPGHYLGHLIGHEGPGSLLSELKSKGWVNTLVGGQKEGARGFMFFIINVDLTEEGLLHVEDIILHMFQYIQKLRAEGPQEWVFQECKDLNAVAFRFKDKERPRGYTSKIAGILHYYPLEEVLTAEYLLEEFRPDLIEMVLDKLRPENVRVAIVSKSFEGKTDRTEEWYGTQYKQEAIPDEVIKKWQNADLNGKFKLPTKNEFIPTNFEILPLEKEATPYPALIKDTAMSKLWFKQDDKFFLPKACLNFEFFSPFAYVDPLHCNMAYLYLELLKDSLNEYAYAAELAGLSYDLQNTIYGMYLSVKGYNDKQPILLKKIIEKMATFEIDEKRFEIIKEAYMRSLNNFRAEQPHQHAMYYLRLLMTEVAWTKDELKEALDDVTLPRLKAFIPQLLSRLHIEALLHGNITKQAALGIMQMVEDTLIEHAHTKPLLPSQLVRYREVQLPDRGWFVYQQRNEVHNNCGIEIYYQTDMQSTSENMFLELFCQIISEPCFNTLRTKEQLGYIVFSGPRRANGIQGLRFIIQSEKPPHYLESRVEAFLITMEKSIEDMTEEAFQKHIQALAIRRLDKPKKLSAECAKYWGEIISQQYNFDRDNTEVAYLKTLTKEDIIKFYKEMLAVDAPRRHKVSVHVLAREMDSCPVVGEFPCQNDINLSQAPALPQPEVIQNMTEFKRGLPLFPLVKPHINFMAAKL
IDE cell activ: boosts human insulin-degrading enzyme activity in HEK cells. 340,000 tested, 0.073% active. FAbeta-B cleavage, fluorescence polarization; 0% vehicle, 100% cell-free pure enzyme wells. activation, % at 5.96 µM. P14735;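 active means activation above the mean of all tested compounds plus 3 SD, set per screening campaign, cut at about 17% in these data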
CRFR2-BP ag: agonists of human CRF-binding protein/CRF-R2 receptor complex; 350,000 tested, 0.46% active; activation, % at 13.2 µM; HEK293 CRF-R2/CRF-BP, calcium dye fluorescence (FLIPR); percent of saturating CRF peptide response;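 active means activation of at least 50%, plus an integration ratio under a set limit after plate pattern correction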;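 further: plate controls were neutral control wells without compound for no effect and CRF at EC100 for full effect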
p-CIP stab down: lowers stability of the mouse p/CIP coactivator protein. Q05BA5. F442A p/CIP-EGFP cells, EGFP fluorescence, 16 h. decrease of EGFP signal, % at 10 µM. 290,000 tested, 0.01% active. AID 1984;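 active means EGFP signal decrease of at least 30% at 10 µM or well 3 SD below plate mean, unless failing retest; inactive means the rest, including hits failing retest or dose response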; further: some compounds called inactive have numbers as strong as hits; many of its hits are not listed in these tables
PHOSPHO1 block: PHOSPHO1 (human) inhibition | Q8TCT1 | recombinant PHOSPHO1, absorbance phosphatase assay | inhibition, % at 13.3 µM | 290,000 tested, 1.1% active; in the data active means inhibition above about 60%
Active calls of the source: *; nt = not tested or not shown; [ ] = remark or other dose.

SMILES	CRFBP-R2 block	GalR3 antag	MEKK3 PB1 HTS	M4 PAM	IDE inh	IDE cell activ	CRFR2-BP ag	p-CIP stab down	PHOSPHO1 block
COC(=O)c1nn(-c2ccccc2)c(Cl)c1/C=N/OCc1ccc(C)cc1	34	2	99	2	-3	3	-0.7	-1	18
CC(=O)c1c(N2CCN(Cc3ccccc3)CC2)[nH]c(-c2ccccc2)nc1=S	2	-2	94	9	10	-11	1.1	3	-8
CC(=O)N1CCN(c2ccc(NC(=O)c3ccc(Br)o3)cc2Cl)CC1	-2	-7	94	-15	3	1	-0.7	-9	20
COc1ccc(N(C(C)=O)S(=O)(=O)c2cc(OC)ccc2OC)cc1	10	4	93	1	-1	4	0.3	-13	7
COc1cc(C(=O)N/N=C(\C)c2ccccn2)cc(OC)c1OC	8	1	96	4	0	-3	2.2	-19	15
O=C(NCC1CCCO1)C(=O)N/N=C/c1cccc(Cl)c1 (stereo unspecified)	13	-2	99	5	3	1	-4.8	-1	14
CCS(=O)(=O)Nc1ccc(C2=NN(S(=O)(=O)c3ccc(F)cc3)C(c3ccco3)C2)cc1 (stereo unspecified)	5	-7	nt	5	1	-1	1.4	-2	26
O=C(N/N=C/c1ccco1)Nc1ccccc1	17	2	100	-4	-4	6	-2.6	-3	3
CCOc1cc2[nH]c(=S)n(Cc3ccc(C(=O)NCCN(CC)CC)cc3)c(=O)c2cc1OCC	-15	-8	107	-2	2	4	0.9	-4	18
COc1cccc(-c2nc(N3CCN(Cc4ccccc4)CC3)c3ccccc3n2)c1O	1	2	108	-6	0	4	-2.5	4	3
O=C(CO/N=C/c1ccccc1OC(F)F)NC1CCCCC1	4	-4	113	-1	5	4	-2.7	2	-4
Cc1ccccc1NC(=S)NCc1ccccc1	18	-5	105	7	-5	-2	-0.6	-10	-9
O=C(CSc1cn(CCNC(=O)c2cccs2)c2ccccc12)NCC1CCCO1 (stereo unspecified)	22	nt	112	-6	-1	1	-0.7	1	-2
CCC(=O)Nc1nnc(/C=C/c2ccc(OC)cc2)s1	-28	1	98	-13	-2	-1	2.5	-17	19
CCOC(=O)c1cccc(NS(=O)(=O)c2c(C)[nH]c(=O)[nH]c2=O)c1	-17	-6	107	5	-11	2	-0.5	-4	21
CC(=O)NCCc1nc2ccccc2n1CCOc1ccccc1	-6	10	104	6	0	5	-1.4	-7	42
CC(C)CC(=O)NC(=S)Nc1ccccc1C(=O)Nc1ccccc1	4	1	100	0	-1	-4	1.8	-14	19
Cc1cc([N+](=O)[O-])ccc1NC(=O)c1cc2ccccc2o1	-13	-7	106	-4	8	-2	4.2	-8	47
CCOC(=O)CC1C(=O)NCCN1S(=O)(=O)c1ccc(Cl)cc1 (stereo unspecified)	-15	-2	101	-2	-8	0	1.6	8	29
Nc1c2c(nc3ccc(Br)cc13)N(Cc1ccccc1)CC2	-23	0	99	7	10	-15	1.0	5	-24
COc1ccc(N2CCN(C(=O)CCC(=O)c3cc(C)sc3C)CC2)cc1	-3	-5	97	-6	0	1	0.1	-19	28
CCOc1ccc2nc3c(cc2c1)CN(CCCO)C(=NCCOC)S3	-9	-1	99	0	4	-3	-0.7	4	91*
COc1ccccc1N(C(=O)c1snc(C(N)=O)c1N)C(C(=O)NCCC(C)C)c1ccco1 (stereo unspecified)	-11	-6	95	-4	-5	1	1.1	-3	-7
Cn1c(=O)[nH]c(=O)c2c1nc(Br)n2CC(O)COc1ccccc1 (stereo unspecified)	6	-9	100	9	-2	-2	-1.1	1	25
O=Nc1c(O)n(Cc2cccc(Cl)c2)c2ccccc12	-22	1	98	-3	-3	3	-1.2	-5	33
CC(=O)c1c(C)[nH]c(C(=O)OCC(=O)Nc2cc(S(=O)(=O)N3CCCC3)ccc2Cl)c1C	4	-8	104	-12	-2	-2	-0.2	5	4
COc1ccccc1/C=C1\SC(=S)N(CCC(=O)NNC(=O)c2ccccc2OC)C1=O	13	-5	93	-5	3	2	1.3	5	-2
CCCCSc1cc(=O)n(-c2ccccc2)nc1C(=O)OCC	-4	-4	105	13	6	-6	-5.2	-5	13
OC(CNCC1CCCO1)Cn1c2ccccc2c2ccccc21 (stereo unspecified)	-13	-1	101	7	-2	4	0.3	-7	-28
COCCCNC(=O)c1ccc2c(=O)n(Cc3ccc(OC)cc3)c(=O)[nH]c2c1	-11	-6	94	-3	-1	2	1.2	6	16

At a glance, part of the list above.
SMILES	CRFBP-R2 block	GalR3 antag	MEKK3 PB1 HTS	M4 PAM	IDE inh	IDE cell activ	CRFR2-BP ag	p-CIP stab down	PHOSPHO1 block
Cn1c(=O)[nH]c(=O)c2c1nc(Br)n2CC(O)COc1ccccc1 (stereo unspecified)	6	-9	100	9	-2	-2	-1.1	1	25
O=Nc1c(O)n(Cc2cccc(Cl)c2)c2ccccc12	-22	1	98	-3	-3	3	-1.2	-5	33
CC(=O)c1c(C)[nH]c(C(=O)OCC(=O)Nc2cc(S(=O)(=O)N3CCCC3)ccc2Cl)c1C	4	-8	104	-12	-2	-2	-0.2	5	4

Next part:
SMILES	CRFBP-R2 block	GalR3 antag	MEKK3 PB1 HTS	M4 PAM	IDE inh	IDE cell activ	CRFR2-BP ag	p-CIP stab down	PHOSPHO1 block
Cc1ccc(C(=O)CCC(=O)Nc2cccc(C(F)(F)F)c2)cc1C	24	2	98	-4	2	7	0.4	nt	nt
Cc1ccc(S(=O)(=O)NC(=O)Nc2ccc(OC(F)F)cc2)cc1	-15	-5	98	-3	5	nt	-4.6	-4	25
CC1CCc2c(sc3ncn4c(SCC(=O)NCc5ccco5)nnc4c23)C1 (stereo unspecified)	7	-5	91	0	1	1	0.1	2	-3
COc1cc(NC(=S)NCc2ccc(S(N)(=O)=O)cc2)c(OC)cc1Cl	18	-7	59*[inhibitor]	9	1	6	0.7	6	-6
Cc1nc(SCC(=O)N2CCCC2=O)c2c(C)c(C)sc2n1	-10	-3	nt	-2	nt	nt	-0.7	nt	nt
CCCCCc1ccnc(CC(=O)c2ccc(OC)cc2)c1	8	-4	nt	-3	nt	1	1.2	nt	nt
O=c1c2sccc2nc(SCc2cc(=O)n3cc(Br)ccc3n2)n1Cc1ccccn1	1	-9	99	3	1	-1	-4.4	-1	-13
C=CCSc1nc2sc(C)c(C)c2c(=O)[nH]1	-9	0	104	-5	-5	1	-0.8	4	-5
O=c1ccn2c(n1)SC(c1ccccc1)C2 (stereo unspecified)	-8	-4	nt	5	nt	nt	3.2	nt	nt
COc1ccc(CC(=O)Nc2ccc(NC(=O)c3ccccc3F)cc2)cc1	33	-6	100	-1	6	2	1.6	-3	29
COc1ccc(NC(=O)CN(C)CC(=O)Nc2ccc(N3CCOCC3)cc2)c([N+](=O)[O-])c1	-8	11	88	5	2	2	0.8	-2	26
COc1ccc(-n2c(-c3ccc(Br)cc3)c[n+]3c2CCc2ccccc2-3)cc1	-7	-6	103	-12	-5	0	3.1	26	-2
CC(C)CCNC(=O)NC(=O)COC(=O)C1=COCCO1	6	-3	95	-1	3	0	-1.5	-6	23
NC(=O)N/N=C/c1sc(=O)n(-c2ccccc2)c1Cl	-14	1	113	12	1	6	-0.7	-10	32
Cc1ccc(-n2c3c(c(=O)[nH]c2=O)C(NS(=O)(=O)c2ccc(C)cc2)(C(F)(F)F)C(=O)N3)cc1 (stereo unspecified)	-4	-2	103	15	-8	5	0.0	-23	13
Clc1ccc(CN2CCN(c3ncccn3)CC2)c(Cl)c1	4	-12	83	0	-1	3	-0.4	3	46
O=C(Nc1ccc(NC(=O)c2ccccc2O)cc1)Nc1ccc(F)cc1F	7	-1	90	-24	3	-1	-0.6	3	12
CCN(CC)C(=O)C1=C(C)N(CCCN2CCCC2=O)C(=O)C(CC(=O)NCCc2ccccn2)C1 (stereo unspecified)	9	-5	nt	5	nt	nt	-0.2	nt	nt
COc1ccc(/C=C(\NC(=O)c2ccc(C)cc2)C(=O)Nc2ccc(C(=O)O)cc2)cc1	6	-10	105	-3	3	-2	1.9	-2	28
Cc1ccc2nsnc2c1NC(=O)Cc1ccc(Cl)cc1	-10	-5	98	0	-3	7	1.0	-2	17
O=C(Cn1nnc2ccccc21)Nc1ccc(Cl)cn1	-12	-4	103	-2	-1	5	-0.9	13	20
O=C(Cc1ccc(Cl)c(Cl)c1)Nc1cccc(S(=O)(=O)N2CCOCC2)c1	-7	-2	100	-6	4	-1	-0.6	-30	43
COc1cc(CNCCCO)ccc1OCC(=O)NC(C)(C)C	16	2	112	-7	0	5	0.1	79	41
O=C(CCc1ccccc1)Nc1ccc(Cl)cn1	-22	-5	104	-3	-1	-1	-1.1	6	21
Cc1cc([N+](=O)[O-])c(C)cc1-c1ccc(/C=N/n2cnnc2)o1	4	-11	107	-2	nt	-1	0.7	-14	34
C=CCn1cnc2scc(-c3ccc(C)cc3)c2c1=O	10	3	102	2	6	2	-3.1	-4	-7
S=c1[nH]ccn1-c1cccc(Cl)c1	2	-3	92	3	-2	0	1.3	-2	40
O=C(O)c1cccc(-n2c(/C=C/c3ccccc3)nc3ccccc3c2=O)c1	16	-8	102	4	5	2	0.4	-12	11
COc1cc2c3c(c1)C(C)=CC(C)(C)N3C(=O)C2=O	-3	14*	96	3	-4	4	-2.7	-21	25
COCCCNC(=O)C(=O)Nc1cc2c3c(c1)CCC(=O)N3CCC2	20	2	102	5	2	4	-0.8	0	24
COc1ccc(/C(C)=N/NC(=O)c2ccc(N(C)C)cc2)cc1	-12	0	nt	16	4	2	-0.2	-1	13
CC1CCN(C(=O)Oc2ccccc2)CC1	30	-6	91	0	0	9	0.8	-12	32
c1ccc(-n2cc(CN3CCCC(CN4CCCC4)C3)c(-c3ccc4c(c3)OCO4)n2)cc1 (stereo unspecified)	-2	-7	102	-11	-3	1	1.8	2	40
O=C(NCc1cccc(C(F)(F)F)c1)C1CC(c2ccccc2F)=NO1 (stereo unspecified)	4	-3	105	14	11	3	-1.3	nt	nt
COc1cc2c(C#CCCCO)c(-c3ccsc3)oc(=O)c2cc1OC	6	-4	nt	4	-2	-4	-0.2	nt	nt
O=C(NN=C1c2ccccc2-c2ccccc21)c1ccccn1	-17	nt	107	6	0	0	-0.3	-13	14
CCOC(=O)C1=CN(CC)S(=O)(=O)NC1c1ccc2ccccc2c1 (stereo unspecified)	-5	-4	nt	3	nt	2	-3.3	nt	nt
Cc1cccc(Oc2ccccc2NC(=O)C2=COCCO2)c1	0	-8	nt	0	-2	5	0.0	nt	nt
CC(C)C[C@H]1CN([C@@H](CC(C)C)CN2CCC[C@@H]2CN2C(=O)C(=O)NC[C@@H]2Cc2ccccc2)C(=O)C(=O)N1CCc1ccccc1	3	-11	nt	4	nt	1	0.0	nt	nt
CCCC(=O)Nc1ccc(N2CCOCC2)cc1	-8	-3	105	9	0	-4	-3.3	8	-3
Cc1ccc2c(COC(=O)C3CC(=O)N(c4ccc5c(c4)OCCO5)C3)cc(=O)oc2c1 (stereo unspecified)	-7	-6	nt	1	1	2	0.2	nt	nt
CC(C)OC(=O)c1c(NC(=O)CCC(=O)O)sc2c1CCCCC2	-20	-5	103	21*	2	5	-0.2	3	-11
CCn1nc(C)c(/C=N/NC(=O)Cn2nnnc2N)c1C	-10	3	104	10	-3	nt	1.5	7	18
COc1ccc(S(=O)(=O)/C(C#N)=C/Nc2ccccc2F)cc1	-6	-14	101	4	4	2	0.1	-1	42
CCOC(=O)c1ccc(S(=O)(=O)Nc2cc(C(C)(C)C)no2)cc1	14	-3	94	-3	3	5	-1.3	-13	45
O=C(Nc1ccc2c(c1)C(=O)NC2=O)c1ccccc1	4	-3	102	7	-2	1	-1.4	0	10
CCCCn1c(N(CCOC(C)=O)C(C)=O)nc2ccccc21	-4	-6	111	0	4	-1	0.4	nt	nt
